# Source: PubChem
# tim23-1 inh: tim23-1 yeast growth inhibition; AID 463212; inhibition, % at 20 µM; actives 1.3% (n = 330,000); S. cerevisiae tim23-1 growth, BacTiter-Glo luminescence, 24 h;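 active = growth inhibition of the mutant yeast at or above 50%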;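 also: temperature-sensitive mutant grown at 25 °C; plate controls were DMSO-treated mutant yeast for no effect and medium wells lacking yeast for full effect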
# CHOP UPR activ: activators of apoptotic arm of unfolded protein response (CHOP); activation, % at 10 µM; CHO-CHOP luciferase reporter, UPR activation, luminescence; percent of tunicamycin response over DMSO baseline; actives 0.34% (n = 330,000);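 active = at 10 µM dose, activation of 40% or more, normalized to positive control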;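 also: 100% = tunicamycin at 10 µg/mL and 0% = DMSO alone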
#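 System: CHO-CHOP luciferase reporter cell line | Buffer or medium: F12 medium containing 10% fetal bovine serum | Doses: One dose, 10 µM in 0.5% DMSO | Times: 6 h compound exposure at 37 °C after overnight seeding | Signal: Luciferase luminescence | Read-out: % activation vs tunicamycin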
# XBP1 UPR activ: adaptive UPR (XBP1) activation | actives 0.33% (n = 330,000) | activation, % at 20 µM | CHO-XBP1 luciferase reporter, IRE1-XBP1 UPR activation, luminescence; percent of tunicamycin response, DMSO as zero;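 active = versus positive control, 20 µM dose yields 30% or more activation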;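 also: 100% = tunicamycin at 10 µg/mL and 0% = DMSO only wells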
#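 Assay system: CHO-XBP1 luciferase reporter cells; Schedule: 6 h treatment, 37 °C; Detection: glow luminescence from Steady-Glo reagent; Benchmarks: high control tunicamycin 10 µg/mL final, low control DMSO vehicle only.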
# tim10-1 inh: tim10-1 yeast growth inhibition; S. cerevisiae tim10-1 ts strain growth, BacTiter-Glo, 24 h; inhibition, % at 20 µM; actives 2.2% (n = 330,000);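 active = inhibition of at least 40%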;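 also: mutant grown at 25 °C; 0% = DMSO wells with yeast and 100% = wells holding no yeast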
# Jurkat NFkB inh: lowers PMA/ionomycin-induced NF-kB signal in Jurkat cells. actives 0.53% (n = 330,000). inhibition, % at 4 µM. PMA/ionomycin-induced NF-kB luciferase reporter, luminescence; in the data active = inhibition above about 50%
# TIM10 inh: growth inhibitors of TIM10 yeast strain; inhibition, % at 10 µM; actives 1.4% (n = 330,000); S. cerevisiae TIM10 strain growth, BacTiter-Glo luminescence, 24 h;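 active = inhibition of 40% or more at the single tested concentration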;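 also: wild-type TIM10 isogenic control strain grown at permissive 25 °C; 0% = DMSO yeast wells and 100% = minimal medium wells without yeast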
# Mdm2-MdmX inh: inhibitors of human Mdm2/MdmX interaction; actives 3% (n = 330,000); SaOS-2 split-luciferase Mdm2/MdmX complementation, luminescence; inhibition, % at 8 µM; O15151+Q00987;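 active = inhibition of at least 50% at 8 µM in the primary screen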
# Target sequence (O15151 whole entry, looked up): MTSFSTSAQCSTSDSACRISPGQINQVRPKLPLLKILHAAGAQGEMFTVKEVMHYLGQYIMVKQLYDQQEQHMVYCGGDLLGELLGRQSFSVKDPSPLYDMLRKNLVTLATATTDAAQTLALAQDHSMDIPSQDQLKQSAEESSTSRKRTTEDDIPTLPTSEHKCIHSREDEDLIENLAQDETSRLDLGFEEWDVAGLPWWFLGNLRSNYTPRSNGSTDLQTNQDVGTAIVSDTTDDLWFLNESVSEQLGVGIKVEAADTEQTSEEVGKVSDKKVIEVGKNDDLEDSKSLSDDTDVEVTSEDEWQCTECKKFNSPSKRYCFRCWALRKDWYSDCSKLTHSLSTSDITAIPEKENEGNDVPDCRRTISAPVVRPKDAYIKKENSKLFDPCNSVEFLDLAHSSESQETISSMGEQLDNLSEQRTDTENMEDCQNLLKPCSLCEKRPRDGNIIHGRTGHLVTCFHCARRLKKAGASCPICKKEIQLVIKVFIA
# Target sequence (Q00987 whole entry, looked up): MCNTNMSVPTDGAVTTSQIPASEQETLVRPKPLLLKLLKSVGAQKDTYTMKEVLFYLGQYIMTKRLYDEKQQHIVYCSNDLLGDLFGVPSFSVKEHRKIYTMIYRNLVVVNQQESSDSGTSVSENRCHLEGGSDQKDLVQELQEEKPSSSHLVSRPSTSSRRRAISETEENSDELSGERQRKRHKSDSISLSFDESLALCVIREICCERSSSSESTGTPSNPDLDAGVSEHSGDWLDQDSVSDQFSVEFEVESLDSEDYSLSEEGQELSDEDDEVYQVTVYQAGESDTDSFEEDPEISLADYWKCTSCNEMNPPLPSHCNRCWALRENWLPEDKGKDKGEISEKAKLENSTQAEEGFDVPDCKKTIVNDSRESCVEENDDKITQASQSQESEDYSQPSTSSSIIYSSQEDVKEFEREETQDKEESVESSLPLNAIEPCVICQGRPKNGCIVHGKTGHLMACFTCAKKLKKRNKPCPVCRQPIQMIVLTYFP
# 697 NFkB inh: lowers PMA/ionomycin-induced NF-kB signal in 697 B cells; 697 B-cell NF-kB luciferase reporter, 16 h; inhibition, % at 4 µM; actives 0.33% (n = 330,000); AID 435022; in the data active = inhibition above about 35%
# * = called active by the depositor; . = not tested or not shown.
1) O=C(c1ccco1)N1CCN(S(=O)(=O)Cc2ccccc2Cl)CC1
2) Cc1ccc(S(=O)(=O)N2CCN(C(=O)CSc3nc(N)cc(=O)[nH]3)CC2)c(C)c1
3) CCOC(=O)c1ccc(NCCc2ccc(OC)c(OC)c2)c(N)c1
4) CCOc1ccc(NC(=O)C(C)Oc2ccc(C#N)cc2)cc1S(=O)(=O)N1CCCC1 (centres undefined)
5) C/C(=N\NC(=O)c1nn(C)c(C)c1Br)c1ccc(NC(=O)c2ccc(C)s2)cc1
6) Cc1cccc(N(C(=O)c2ccco2)C(C(=O)NC2CCCC2)c2ccco2)c1C (centres undefined)
7) O=C(COC(=O)CNS(=O)(=O)c1ccc(Br)cc1Cl)Nc1ccc(N2CCOCC2)cc1
8) CC(=O)Nc1cccc(C(=O)NNC(=O)c2n[nH]c(=O)c3ccccc23)c1
9) N/C(=N\OC(=O)c1ccc(F)cc1)c1ccccc1
10) Fc1ccc2cc(CCO[C@H]3CCCCO3)ncc2c1

screen / no.	1	2	3	4	5	6	7	8	9	10
tim23-1 inh	30	15	30	26	-5	20	22	4	73*	17
CHOP UPR activ	-2.1	-1.0	5.1	1.0	1.6	3.7	0.8	0.5	-8.3	-1.3
XBP1 UPR activ	0	-1	-4	1	3	0	1	2	-6	-4
tim10-1 inh	39	10	15	13	-5	16	5	4	68*	-4
Jurkat NFkB inh	4	2	1	-6	-72	-14	10	7	-67	6
TIM10 inh	4	5	8	8	-56	4	-5	2	63*	-2
Mdm2-MdmX inh	-1	24	17	9	20	21	0	-15	-73	-12
697 NFkB inh	-14	6	-10	-10	-77	7	5	16	-72	-105

11) O=C(CNS(=O)(=O)c1ccc(Cl)cc1)OCC(=O)N1CCCc2ccccc21
12) CCOCC(=O)Nc1c(C(=O)Nc2ccccc2OC)oc2ccccc12
13) CCOc1ccc(-n2c(COc3ccccc3)nnc2SCC(N)=O)cc1
14) CCOc1ccc(N=C/C=C/c2ccccc2)c(O)c1
15) O=C(O)C1CCN(C(=O)COc2ccc(Br)cc2)CC1
16) CCn1cc(C(=O)NCC(C)C)c(=O)c2cc(F)c(N3CCN(C)CC3)cc21
17) CCOC(=O)c1ccc(-n2c(N)c(C(=O)NCC3CCCO3)sc2=S)cc1 (centres undefined)
18) O=C(COc1ccc(-c2nnco2)cc1)NCc1ccccc1Cl
19) C(=NCCCN1CCOCC1)c1ccc2c(c1)OCO2
20) O=C(NCC1CCCO1)C(c1ccc(F)cc1)N(Cc1ccc(F)cc1)C(=O)Cn1nnc(-c2cccs2)n1 (centres undefined)

screen / no.	11	12	13	14	15	16	17	18	19	20
tim23-1 inh	3	-7	16	-5	13	1	13	-6	22	-3
CHOP UPR activ	-0.7	1.7	-1.3	3.0	0.4	2.8	-1.4	2.9	0.3	1.8
XBP1 UPR activ	0	0	-1	-8	0	2	0	-1	0	1
tim10-1 inh	27	12	10	-71	0	16	15	9	10	11
Jurkat NFkB inh	15	-2	-7	-27	2	-11	1	-4	9	-17
TIM10 inh	12	3	-1	-38	16	10	15	-27	1	12
Mdm2-MdmX inh	-2	13	11	15	-25	14	-38	-16	-21	21
697 NFkB inh	-3	-14	-21	-7	-20	-1	16	-18	11	18

# Part of the list above in order of SMILES length, highest first:
16) CCn1cc(C(=O)NCC(C)C)c(=O)c2cc(F)c(N3CCN(C)CC3)cc21
17) CCOC(=O)c1ccc(-n2c(N)c(C(=O)NCC3CCCO3)sc2=S)cc1 (centres undefined)
12) CCOCC(=O)Nc1c(C(=O)Nc2ccccc2OC)oc2ccccc12

screen / no.	16	17	12
tim23-1 inh	1	13	-7
CHOP UPR activ	2.8	-1.4	1.7
XBP1 UPR activ	2	0	0
tim10-1 inh	16	15	12
Jurkat NFkB inh	-11	1	-2
TIM10 inh	10	15	3
Mdm2-MdmX inh	14	-38	13
697 NFkB inh	-1	16	-14

# (list continues)
21) O=C(N/C(=C/c1cccnc1)C(=O)N1CCCCCC1)c1cccc(Br)c1
22) COc1cc(OC)cc(-c2nc3ccccc3c(=O)n2OC(=O)c2ccc(C)c(C)c2)c1
23) Cc1cccc(NC(=O)COc2cccc3c2CCN(C)C3=O)c1
24) O=C(Nc1cccc(Cl)c1)N1N=CCC1c1ccccc1 (centres undefined)
25) CN(C)CCCNC(=O)CC(c1ccccc1)c1ccccc1O (centres undefined)
26) Cc1ccc(NC(=O)CCCNC(=O)c2ccc(Cl)cc2)c(O)c1
27) O=C(NCc1ccco1)c1ccccc1NS(=O)(=O)c1ccc(Cl)s1
28) O=C(c1ccc(N2CCN(C(=O)c3ccc(F)c(F)c3)CC2)cc1)c1cccc(F)c1
29) COCc1cc(=O)n2[nH]c(C(C)(C)C)cc2n1
30) CCC(CC)NC(=O)CO/N=C/c1ccc(Cl)cc1Cl

screen / no.	21	22	23	24	25	26	27	28	29	30
tim23-1 inh	-2	49	10	39	-10	-2	5	23	-1	10
CHOP UPR activ	-0.5	0.3	-1.0	0.2	-0.9	1.8	-2.1	1.2	1.3	-0.5
XBP1 UPR activ	-4	2	-5	0	-3	-1	-2	-7	-3	1
tim10-1 inh	1	37	7	48*	-10	-6	33	12	-17	12
Jurkat NFkB inh	-3	-1	-4	-7	-23	-36	3	-3	14	-4
TIM10 inh	1	50*	-3	26	-4	-13	25	13	-29	7
Mdm2-MdmX inh	21	11	1	23	8	-20	-2	-19	3	-1
697 NFkB inh	-4	20	-17	24	6	-17	7	3	1	0

31) Cn1cc(Cl)c(-c2n[nH]c(=S)n2-c2ccccc2)n1
32) CC(c1ccccc1)n1cc(C(=O)NCCN2CCOCC2)nn1 (centres undefined)
33) COc1ccccc1C(=O)NNC(=O)c1ccc(Br)o1
34) COc1ccc(C(=O)Nc2ccc([N+](=O)[O-])cn2)cc1OC
35) C=CCOc1ccc(C(c2c(C(=O)O)[nH]c3ccccc23)c2c(C(=O)O)[nH]c3ccccc23)cc1
36) O=C(NC1CCSc2ccccc21)c1ccc(C(F)(F)F)cc1 (centres undefined)
37) Cc1nc(SC(C)C(=O)NC2CCCCC2C)c2c(C)c(C)sc2n1 (centres undefined)
38) O=C1CC(C(=O)N2CCN(c3ccccc3O)CC2)CN1Cc1ccccc1 (centres undefined)
39) COc1ccccc1CC(=O)NCCc1c[nH]c2ccccc12
40) O=C(CO/N=C/c1ccccc1)Nc1c(F)c(F)c(F)c(F)c1F

screen / no.	31	32	33	34	35	36	37	38	39	40
tim23-1 inh	14	11	8	3	1	-6	17	17	6	4
CHOP UPR activ	-0.2	-2.7	8.1	1.0	-0.8	-0.2	-0.7	1.3	-1.0	-0.7
XBP1 UPR activ	-1	-2	4	3	-6	1	-3	5	-1	-2
tim10-1 inh	12	1	-13	20	15	-8	9	12	12	20
Jurkat NFkB inh	16	-12	12	3	-2	18	5	13	-6	5
TIM10 inh	-12	-8	-1	12	-3	-6	6	8	2	15
Mdm2-MdmX inh	-8	1	-4	28	14	30	-11	19	-14	13
697 NFkB inh	-23	-13	-18	-10	-15	7	11	6	20	12

# Three entries out of the list above, arranged by their value in 697 NFkB inh, rising:
cpd	structure	697 NFkB inh
9	N/C(=N\OC(=O)c1ccc(F)cc1)c1ccccc1	-72
4	CCOc1ccc(NC(=O)C(C)Oc2ccc(C#N)cc2)cc1S(=O)(=O)N1CCCC1 (centres undefined)	-10
19	C(=NCCCN1CCOCC1)c1ccc2c(c1)OCO2	11

# Two entries drawn at random from the list so far, as already listed:
37) Cc1nc(SC(C)C(=O)NC2CCCCC2C)c2c(C)c(C)sc2n1 (centres undefined)
36) O=C(NC1CCSc2ccccc21)c1ccc(C(F)(F)F)cc1 (centres undefined)

screen / no.	37	36
tim23-1 inh	17	-6
CHOP UPR activ	-0.7	-0.2
XBP1 UPR activ	-3	1
tim10-1 inh	9	-8
Jurkat NFkB inh	5	18
TIM10 inh	6	-6
Mdm2-MdmX inh	-11	30
697 NFkB inh	11	7

# More entries follow.
41) COc1ccccc1-c1c(C)nn2c(N3CCCCCC3)cc(C)nc12
42) COc1cccc(C2C(C#N)=C(N)SC(c3ccccc3)C2[N+](=O)[O-])c1 (centres undefined)
43) CCCCNC(=O)/C(C#N)=C/c1ccc(F)cc1F
44) COc1ccccc1C(=O)Nc1nnc(-c2ccc(Cl)cc2)o1
45) Cc1nn(-c2ccc([N+](=O)[O-])cc2)c2c1C(c1ccc(OC(F)F)cc1)N1C(=N2)C(=O)Nc2ccccc21 (centres undefined)
46) Cc1ccc(NC(=O)CNC(=O)c2ccco2)nc1
47) CCCCNC(=S)NCC(c1ccccc1)c1c[nH]c2ccccc12 (centres undefined)
48) CC(=O)Nc1cccc(C(=O)OC(C(=O)c2ccc(C)cc2)c2ccccc2)c1 (centres undefined)
49) O=C(NCc1ccccn1)C1CCN(S(=O)(=O)c2ccc(Br)cc2)CC1
50) CCOc1ccc(C2C(C(C)=O)=C(O)C(=O)N2CCc2c[nH]c3ccccc23)cc1 (centres undefined)

screen / no.	41	42	43	44	45	46	47	48	49	50
tim23-1 inh	49	17	49	28	17	6	-19	40	-1	2
CHOP UPR activ	-3.0	-1.4	0.0	1.5	4.3	-0.2	-0.8	0.0	-0.1	0.2
XBP1 UPR activ	-1	-2	-2	-1	6	-3	-7	-1	-3	-2
tim10-1 inh	56*	11	35	8	13	-6	7	8	11	25
Jurkat NFkB inh	1	14	-3	5	40	10	2	-10	-17	-3
TIM10 inh	41*	0	22	1	16	9	-34	20	-8	6
Mdm2-MdmX inh	34	13	8	-26	43	5	25	-19	7	6
697 NFkB inh	-34	2	17	14	16	-24	-14	-17	-5	16

# Look-ups from the list.
# cpd 50 in XBP1 UPR activ = -2
# cpd 47 in tim23-1 inh = -19

# Next part:
51) CCN(CC)C(=O)[C@H]1CC(CC(=O)NCc2ccc(OC)c(OC)c2)C(=O)N2CCc3c([nH]c4ccc(OC)cc34)[C@]12C (some centres undefined)
52) Cc1cc(OCC(=O)N2CCOCC2)ccc1NC(=O)c1ccccc1C
53) O=C(NC1(C(F)(F)F)NC(=O)N(Cc2cccnc2)C1=O)c1ccccc1Cl (centres undefined)
54) Cc1cc(-n2c(C)cc(C(=O)CSc3ncnc4ccccc34)c2C)no1
55) COc1ccc(-c2nnn(CC(=O)N(c3cccc(O)c3)C(C)C(=O)NC3CCCC3)n2)cc1OC (centres undefined)
56) CC/C(=N\n1nnnc1Nc1ccccc1)c1ccccc1
57) O=C(C(Cc1ccccc1)n1cccc1)N1CCN(Cc2ccccc2)CC1 (centres undefined)
58) O=C(Nc1ncccc1O)c1ccc(Cl)c(S(=O)(=O)N2CCCCCC2)c1
59) Cc1ccc(/C=N\n2c(-c3ccccc3)n[nH]c2=S)s1
60) O=C1Nc2cc(Br)ccc2C1(O)c1ccccc1O (centres undefined)
61) CCCCNC(=O)c1onc(CSc2ccccc2CC)c1C(=O)O
62) CCOC(=O)C1CCCN(c2ccc(NC(=O)c3snc4c(=O)[nH]c(C)nc34)cc2)C1 (centres undefined)

screen / no.	51	52	53	54	55	56	57	58	59	60	61	62
tim23-1 inh	18	-3	9	11	-2	12	21	22	17	4	10	19
CHOP UPR activ	-0.3	-0.5	0.0	0.3	1.7	2.1	-0.9	0.4	-3.2	-0.5	0.2	17
XBP1 UPR activ	2	-3	0	1	1	-2	0	2	-1	4	2	17
tim10-1 inh	1	-4	10	16	-1	13	42*	9	22	9	23	20
Jurkat NFkB inh	.	-29	7	56*	15	13	-4	9	5	5	0	16
TIM10 inh	-4	-6	-2	24	1	-4	11	-7	39	3	-3	14
Mdm2-MdmX inh	-3	19	2	31	20	16	9	-12	20	-4	-15	70*
697 NFkB inh	-6	-11	31	33	16	-5	-37	-16	14	8	-14	-17
